M. tuberculosis GlmU: inhibition of mycobacterial GlmU enzyme – biochemical, glucosamine-1-phosphate acetyltransferase (AID 1376); M. tuberculosis GlmU acetyltransferase enzyme assay; higher % means a stronger effect; inhibition, %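 (tested at 30 µM in the primary screen)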, or IC50 in µM where a hit was titrated; 220,000 compounds, 0.25% hits; in the data active = inhibition above about 13%;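 also: 0% = complete reaction with vehicle and 100% = reaction without substrate; strong numbers were not always called active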
RmlCD inh 1536: inhibitors of Mycobacterium tuberculosis RmlC and RmlD coupled enzymes; P9WH09+P9WH11; RmlC+RmlD coupled enzyme assay, percent inhibition; primary screen in compound mixtures; inhibition, % at 3.6 µM; 160,000 compounds, 0.03% hits; in the data active = inhibition mostly above about 34%, no sharp cut-off; also: some results filed as inactive read as strong as hits
Target sequence (P9WH09 whole entry, looked up): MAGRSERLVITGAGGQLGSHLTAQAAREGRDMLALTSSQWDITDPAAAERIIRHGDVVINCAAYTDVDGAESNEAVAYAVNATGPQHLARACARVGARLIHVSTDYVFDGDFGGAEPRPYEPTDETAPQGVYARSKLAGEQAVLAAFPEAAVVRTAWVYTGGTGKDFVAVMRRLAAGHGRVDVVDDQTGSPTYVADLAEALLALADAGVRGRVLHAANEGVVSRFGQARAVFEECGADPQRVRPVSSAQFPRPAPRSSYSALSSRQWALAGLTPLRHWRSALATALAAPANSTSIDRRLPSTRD
Target sequence (P9WH11 whole entry, looked up): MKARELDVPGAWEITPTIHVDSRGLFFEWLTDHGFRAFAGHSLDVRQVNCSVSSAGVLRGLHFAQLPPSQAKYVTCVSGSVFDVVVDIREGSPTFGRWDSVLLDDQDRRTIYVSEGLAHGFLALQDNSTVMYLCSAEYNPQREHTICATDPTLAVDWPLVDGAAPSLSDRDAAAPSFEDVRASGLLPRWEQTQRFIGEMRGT
Starred values were filed as active, the others as inactive; . = no result given.

The opening 17 entries, ahead of the listing:
SMILES	M. tuberculosis GlmU	RmlCD inh 1536
CCCCCCc1c(O)nc(SCCN2CCOCC2)[nH]c1=O	-2.6%	-14.7
CC(=O)NC(CC(=O)NC1CCCCCC1)c1ccccc1 (centres undefined)	1.2%	44.7
CC(C)C1C(c2ccccc2)NC(c2ccccc2)CC1(O)c1ccc(F)cc1 (centres undefined)	-0.5%	16.9
COc1cc(/C=N/N2CCOCC2)ccc1OC(=O)c1ccco1	5.5%	-9.0
CC(=O)NC(CCCNC(=S)NC1CCCCC1)C(=O)O (centres undefined)	-0.7%	7.0
COc1ccc(Cn2nnnc2CN(Cc2cc3cc(C)ccc3[nH]c2=O)C2CCCC2)cc1	6.9%	-7.7
O=C(NNc1cccc(Cl)n1)c1c(Cl)cccc1Cl	-2.0%	18.0
O=C1CCC([N+](=O)[O-])C(c2cc3c(cc2Cl)OCO3)N1 (centres undefined)	-2.4%	10.2
Cc1ccccc1N(CC(=O)N/N=C/c1ccccc1Cl)C(=O)c1ccccc1	3.0%	.
CCOC(=O)c1ccc(NC2OC(=O)c3ccccc32)cc1 (centres undefined)	0.7%	.
COc1ccc(C2=NCCc3cc(OC)c(OC)cc32)cc1OC	-7.1%	5.8
O=C(C1CCCO1)N1CCN(Cc2nc3ccccc3c(=O)[nH]2)CC1 (centres undefined)	3.3%	10.0
N#Cc1c(NC(=O)CN2CCN(C(=O)c3ccco3)CC2)sc2c1CCCCC2	3.8%	-2.5
CCOC(=O)c1sc(SC)c2c1CCC/C2=N/OC	0.7%	-12.7
Cc1nnc(NC(=O)Cn2cnc3c2c(=O)n(C)c(=O)n3C)s1	1.0%	.
CCCc1cc2c(cc1NC(=O)c1ccc(C)cc1)OCO2	0.9%	-0.5
O=C(NC(=S)NCC1CCCO1)C(c1ccccc1)c1ccccc1 (centres undefined)	-1.4%	18.1

The whole of this part, from the start:
SMILES	M. tuberculosis GlmU	RmlCD inh 1536
CCCCCCc1c(O)nc(SCCN2CCOCC2)[nH]c1=O	-2.6%	-14.7
CC(=O)NC(CC(=O)NC1CCCCCC1)c1ccccc1 (centres undefined)	1.2%	44.7
CC(C)C1C(c2ccccc2)NC(c2ccccc2)CC1(O)c1ccc(F)cc1 (centres undefined)	-0.5%	16.9
COc1cc(/C=N/N2CCOCC2)ccc1OC(=O)c1ccco1	5.5%	-9.0
CC(=O)NC(CCCNC(=S)NC1CCCCC1)C(=O)O (centres undefined)	-0.7%	7.0
COc1ccc(Cn2nnnc2CN(Cc2cc3cc(C)ccc3[nH]c2=O)C2CCCC2)cc1	6.9%	-7.7
O=C(NNc1cccc(Cl)n1)c1c(Cl)cccc1Cl	-2.0%	18.0
O=C1CCC([N+](=O)[O-])C(c2cc3c(cc2Cl)OCO3)N1 (centres undefined)	-2.4%	10.2
Cc1ccccc1N(CC(=O)N/N=C/c1ccccc1Cl)C(=O)c1ccccc1	3.0%	.
CCOC(=O)c1ccc(NC2OC(=O)c3ccccc32)cc1 (centres undefined)	0.7%	.
COc1ccc(C2=NCCc3cc(OC)c(OC)cc32)cc1OC	-7.1%	5.8
O=C(C1CCCO1)N1CCN(Cc2nc3ccccc3c(=O)[nH]2)CC1 (centres undefined)	3.3%	10.0
N#Cc1c(NC(=O)CN2CCN(C(=O)c3ccco3)CC2)sc2c1CCCCC2	3.8%	-2.5
CCOC(=O)c1sc(SC)c2c1CCC/C2=N/OC	0.7%	-12.7
Cc1nnc(NC(=O)Cn2cnc3c2c(=O)n(C)c(=O)n3C)s1	1.0%	.
CCCc1cc2c(cc1NC(=O)c1ccc(C)cc1)OCO2	0.9%	-0.5
O=C(NC(=S)NCC1CCCO1)C(c1ccccc1)c1ccccc1 (centres undefined)	-1.4%	18.1
Cc1ccc(-c2nnc(SCC(=O)NC3CCS(=O)(=O)C3)nc2-c2ccc(C)cc2)cc1 (centres undefined)	1.0%	-6.2
CCOc1ccc(-c2nnc(-c3cccs3)o2)cc1	-3.7%	2.5
COc1cc(C)ccc1OCCOCCOc1ccc([N+](=O)[O-])cc1	1.6%	2.8
CCOC(=O)N1CCC(Nc2c(NCCCOC)c(=O)c2=O)CC1	1.4%	-4.6
Cc1ccc2nc(SCC(=O)c3ccc4c(c3)NC(=O)CO4)[nH]c2c1	2.4%	.
CCOc1ccc(S(=O)(=O)Nc2ccccn2)c2ccccc12	3.6%	-8.2
O=S(=O)(NCc1cccnc1)c1cccs1	4.1%	.
Cc1cc(C)n(-c2ccc(C(=O)Nc3nnc(C4CC4)s3)cc2)n1	2.0%	-6.8
Cn1c(O)c(C=NCCCCCCCCCCC(=O)O)c(=O)n(C)c1=O	5.2%	0.7
COc1ccc(SN=C2C(C)=CC(=O)C=C2C)cc1	-3.5%	-15.2
Nc1nc(N2CCCCC2)nc(N(c2ccccc2)c2ccccc2)n1	-4.4%	14.6
COc1cccc(N(C(=O)c2cccs2)c2nc3ccccc3s2)c1	2.7%	.
O=C(Nc1ccc(/C=C/c2nc3ccccc3o2)cc1)c1ccc(F)cc1	1.4%	10.7
CN1CCOCCOCCN(C)C1=O	1.0%	2.2
CCOc1cc(C(N)=O)cc(Br)c1OCC	-2.5%	-0.4
COc1cc(Cl)cc(/C=N/NC(N)=O)c1O	-5.3%	5.5
COCc1[nH]nc2c1C(c1ccc(OC)cc1)C(C#N)=C(N)O2 (centres undefined)	-4.9%	.
CCOC(=O)N/N=C/c1ccc(N2CCOCC2)s1	1.2%	2.7
CSCc1ccc(C(=O)Nc2cc(C)cc(C)c2)cc1	1.1%	.
C=CCn1c(C)cc(C(=O)CSc2nc(N)cc(N)n2)c1C	-4.1%	-5.4
O=C(Cc1c(F)cccc1Cl)NC1=NCCS1	-2.9%	.
O=C(Nc1ccccc1)Nc1nc(-c2ccccc2)cs1	0.4%	.
Cc1cc(Nc2ccccc2)c2c([N+](=O)[O-])ccc(C)c2n1	0.6%	-12.1
CCOC(=O)C1=C(CC)OC(N)=C(C#N)C1c1ccc(OC)c(OC)c1OC (centres undefined)	5.0%	-9.9
CCC(=O)c1ccc(Oc2ccc(C(=O)c3ccc(C)cc3)cc2[N+](=O)[O-])cc1	2.8%	.
Cc1cnc(C(=O)Nc2ccccc2-c2ccc(C)o2)cn1	2.4%	-14.7
C=CCSc1nnc(NC(=O)COc2ccc3ccccc3c2)s1	3.5%	-1.8
Cc1ccccc1CN1C(=O)[C@H]2Cc3c([nH]c4ccccc34)C(C)(C)N2C1=O	3.9%	.

Retrieved one by one from above, 2 records:
SMILES	M. tuberculosis GlmU	RmlCD inh 1536
CN1CCOCCOCCN(C)C1=O	1.0%	2.2
CCOc1cc(C(N)=O)cc(Br)c1OCC	-2.5%	-0.4

(continued)
SMILES	M. tuberculosis GlmU	RmlCD inh 1536
CC/C(=C\C(=O)c1cccnc1)Nc1ccc(C)c(C)c1	-0.8%	106.1
CC(C)(C)C1=Nn2c(nnc2-c2ccco2)SC1	2.8%	.
COc1ccccc1NC1=NC2(CCCC2)N=C(N)N1	-2.2%	9.4
N#Cc1c(NC(=S)NC(=O)c2ccccc2)sc2c1CCN(CCc1ccccc1)C2	0.0%	-11.3
CCc1cccc2c(C#N)cn(CCOc3ccccc3OC)c12	2.9%	.
CCN1CCN(c2cc(-c3ccccc3)nc3cc(-c4cccc(F)c4)nn23)CC1	6.0%	.
COc1ccc(-c2nc3c(c(=O)[nH]c(=O)n3Cc3ccccc3)n2Cc2ccccc2)cc1	1.5%	-2.6
CCN(CC)CC(=O)Nc1nc(-c2ccc(Cl)cc2)cs1	0.1%	-5.0
CCCCN1C(=O)C2NN=C(C(=O)OCC)C2C1=O (centres undefined)	-3.5%	7.5
O=C(NNC(=S)Nc1ccccc1)c1ccco1	4.8%	-2.1
CP(=O)(O)CN1CCCCC1	-4.1%	.
O=C(CSc1nnc(-c2ccco2)o1)NC1CC2CCC1C2 (centres undefined)	1.0%	.
COc1ccc(OC)c2[nH]c(=O)c(CCNC(=O)C(=O)c3c(C)[nH]c4ccccc34)cc12	2.7%	-11.9
C#CCOCCOCCOCCNc1nc(N2CCN(C(=O)[C@H](CCC(=O)O)n3cc(C(N)CC(C)C)nn3)CC2)nc(N2CCN(C(=O)[C@H](CCC(=O)O)n3cc(C(N)[C@H](C)CC)nn3)CC2)n1 (some centres undefined)	-2.8%	.
O=C(Nc1ccc2c(c1)OCCO2)C1CCC1	1.2%	5.6
Cc1ccccc1OCC(=O)N/N=C1\SCC(=O)N1Cc1ccccc1	3.5%	.
O=C(Nc1nnc(-c2ccc(Cl)cc2)o1)NC1CCCCC1	-3.1%	.
CC(C)c1onc(C(=O)N2C(C)CCCC2C)c1[N+](=O)[O-] (centres undefined)	6.8%	-9.1
CC1CCc2c(sc(Nc3nc4c(F)cccc4s3)c2C(N)=O)C1 (centres undefined)	2.7%	0.3
Cc1nn(Cc2c(F)cccc2Cl)c(C)c1[N+](=O)[O-]	-3.8%	.
NS(=O)(=O)c1ccc(CCNC(=O)Nc2ccc(Cl)c(Cl)c2)cc1	1.1%	.
COc1ccc(CN2CCN(c3ccccn3)CC2)cc1OCc1ccccc1	-1.4%	.
Nc1c([N+](=O)[O-])cc(F)c(N2CCNCC2)c1Br	-4.1%	8.7
CCOC(=O)C1=C(C)OC(N)=C(C#N)C1c1cc(F)ccc1F (centres undefined)	-0.9%	.
Cc1cc(C(F)(F)F)nc(SCC(=O)NC2=NC(=O)C(C)S2)n1 (centres undefined)	4.0%	.
COc1cc(CNCc2ccccn2)ccc1OCC(=O)NC(C)(C)C	-4.7%	9.5
CCOC(=O)c1ccc(NC(=S)N2CCCC2c2ccc(OC)c(OC)c2)cc1 (centres undefined)	-1.2%	2.4
Nc1nonc1-c1noc(-c2ccc(Br)o2)n1	.	-4.0
NC(=O)c1nn(-c2ccccc2)nc1NC(=O)CSc1nnnn1-c1ccc(Cl)cc1	2.1%	-0.7
CCc1cccc(CC)c1NC(=O)CN1C2CCCC1CC(NC(=O)Nc1cccc(OC)c1)C2 (centres undefined)	-1.3%	3.4
O=C(NCc1ccco1)c1cccc(C(F)(F)F)c1	-2.4%	-7.9
O=C(c1ccc2c(c1)OCCO2)N1CCCCC1	2.3%	-4.3
Cc1csc2c(N3CCN(C(=O)Nc4ccccc4)CC3)ncnc12	5.4%	-2.6
COc1cc(C2Nc3cccc4cccc(c34)N2)cc(OC)c1O	1.3%	-6.4
COC(=O)CNC(=O)C(Cc1c[nH]c2ccccc12)NC(=O)OC(C)(C)C (centres undefined)	4.0%	.
O=C(CN1CCN(c2ccc(F)cc2)CC1)NCc1cccs1	-0.9%	-7.3
Cc1nn(-c2ccccc2)c(Cl)c1C1C(C#N)=C(N)Oc2n[nH]c(C)c21 (centres undefined)	5.6%	-3.8
Cc1cnc(NC(=O)Cc2c[nH]c3ccccc23)s1	-7.7%	.
COc1ccc(S(=O)(=O)NC(N)=NCCc2ccccc2)cc1	-9.3%	-15.9
O=C(O)c1cc([N+](=O)[O-])ccc1NCCc1ccccc1	3.1%	.
N/C(=N/OCc1cccc([N+](=O)[O-])c1)c1nonc1N	2.0%	-7.3
C=CCNC(=O)COC(=O)COc1ccc(Cl)cc1C	-2.9%	2.7
Cc1ccc(CSc2nc3c(cc2C#N)CCC3)cc1	1.1%	.
CCN(CC)C(=O)Cc1cn(C)c2ccccc12	1.1%	8.1
CCOc1ccc(C(=O)c2cccs2)cc1	-3.2%	.
CC1CN(S(=O)(=O)c2cccc(C(=O)NN3CCN(C)CC3)c2)CC(C)O1 (centres undefined)	-0.6%	17.7
C=C(C)CNC(=S)/N=c1\scc(C)n1CC	3.7%	.
COc1cc(C(=O)NC(CCSC)C(=O)OCc2cc([N+](=O)[O-])cc3c2OCOC3)cc(OC)c1OC (centres undefined)	-3.9%	6.8
Cc1ccc(SCCCn2cncn2)cc1	-2.4%	8.2
CCn1c(SCC(=O)Nc2ccc3c(c2)OCCO3)nnc1-c1ccco1	-0.6%	-4.6
C=CCSc1nnc2c(n1)OC(c1ccccn1)N(C(C)=O)c1ccccc1-2 (centres undefined)	-4.5%	10.3
O=C(CSc1nnc(-c2ccc(O)cc2)n1Cc1ccco1)c1cccs1	-1.8%	-11.9
O=S(=O)(c1cccc(NC(=S)Nc2ccc(Br)cc2Cl)c1)N1CCOCC1	-1.6%	4.0
O=C(CSc1nc2ccccc2c(=O)n1-c1ccccc1)N1CCc2ccccc21	-8.7%	10.8
CC(C)(C)c1ccc(/C=C/C(=O)N2CCN(c3ncccn3)CC2)cc1	6.6%	-6.3
Cn1c(-c2ccccc2)c[n+]2c1-c1ccccc1C2	0.9%	-2.0
CCCNC(=O)CS(=O)(=O)Cc1nc(-c2cccc(OC)c2)oc1C	0.0%	8.2
O=C(CSc1nnc2ccc(-c3cccnc3)nn12)Nc1ccc(F)cc1F	-1.4%	26.7
Cc1c(NC(=S)NC(=O)c2ccco2)c(=O)n(-c2ccccc2)n1C	1.4%	.
CCOc1ccc(NCc2nnc(SCC(=O)Nc3cc(C)on3)n2-c2ccc(OC)cc2)cc1	-5.8%	-8.5
Additional structures follow:
SMILES	M. tuberculosis GlmU	RmlCD inh 1536
Cc1ccc(NC(=S)NNC(=O)CSc2nc3ccccc3c(=O)n2-c2ccc(C)cc2)cc1	0.0%	.
CN1CCC(=NNC(=O)C(=O)Nc2ccc(F)cc2)CC1	-3.2%	-8.3
O=C(CSc1nnc2c3c4c(sc3ncn12)CCCC4)NCc1ccco1	-2.2%	0.9
Cc1cccnc1NC(=O)/C=C/c1ccc2c(c1)OCO2	-5.1%	-1.4
COCCn1c(SCc2csc(-c3ccccc3)n2)nc2ccccc21	-4.5%	-4.7
Cc1cc2c(c(=O)o1)C(CCC1CCCCC1)C(C#N)=C(N)O2 (centres undefined)	0.7%	-4.9
Cn1c(=O)c2c(nc(NCCCN3CCOCC3)n2Cc2ccc(Cl)cc2)n(C)c1=O	0.5%	.
CCNC(=S)NN(c1ccccc1)c1ccccc1	-0.2%	.
COc1ccc(C)cc1NC(=O)C(=O)NNC(=O)COc1ccc(Cl)cc1	1.3%	-10.4
CC(=O)c1ccc(NS(=O)(=O)Cc2ccc(Cl)cc2)cc1	-1.7%	20.9
COc1cc(OC)c(C(=O)OC(C)C(=O)Nc2cc(C(F)(F)F)ccc2Cl)cc1OC (centres undefined)	-5.0%	-3.7

Screening data as filed in PubChem BioAssay.

An excerpt (hit frequency here may not be typical).
